From PubChem
DYRK1A inh: Dyrk1A (rat) kinase inhibition; AID 504441; inhibition, % at 12.5 µM; 310,000 compounds, 0.43% hits; Q63470; ADP-Glo luminescence, NFATc1 peptide; in the data active = inhibition above about 50%;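 also: plate controls were vehicle with enzyme for no effect and no enzyme for full effect; many of its hits are not listed in these tables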
TRPC4 act: opens the mouse TRPC4 cation channel; Q9QUQ5; HEK293 TRPC4beta/mu-opioid, Fluo4 calcium fluorescence; hits give high values; B-score at 10 µM; 310,000 compounds, 0.49% hits; AID 2237;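 active = B-score above 5 SD of library B-scores, and initial fluorescence ratio not above library mean plus 5 SD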;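 also: positive B-score marks a calcium rise read as TRPC4 activation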
Target sequence (Q9QUQ5 whole entry, looked up): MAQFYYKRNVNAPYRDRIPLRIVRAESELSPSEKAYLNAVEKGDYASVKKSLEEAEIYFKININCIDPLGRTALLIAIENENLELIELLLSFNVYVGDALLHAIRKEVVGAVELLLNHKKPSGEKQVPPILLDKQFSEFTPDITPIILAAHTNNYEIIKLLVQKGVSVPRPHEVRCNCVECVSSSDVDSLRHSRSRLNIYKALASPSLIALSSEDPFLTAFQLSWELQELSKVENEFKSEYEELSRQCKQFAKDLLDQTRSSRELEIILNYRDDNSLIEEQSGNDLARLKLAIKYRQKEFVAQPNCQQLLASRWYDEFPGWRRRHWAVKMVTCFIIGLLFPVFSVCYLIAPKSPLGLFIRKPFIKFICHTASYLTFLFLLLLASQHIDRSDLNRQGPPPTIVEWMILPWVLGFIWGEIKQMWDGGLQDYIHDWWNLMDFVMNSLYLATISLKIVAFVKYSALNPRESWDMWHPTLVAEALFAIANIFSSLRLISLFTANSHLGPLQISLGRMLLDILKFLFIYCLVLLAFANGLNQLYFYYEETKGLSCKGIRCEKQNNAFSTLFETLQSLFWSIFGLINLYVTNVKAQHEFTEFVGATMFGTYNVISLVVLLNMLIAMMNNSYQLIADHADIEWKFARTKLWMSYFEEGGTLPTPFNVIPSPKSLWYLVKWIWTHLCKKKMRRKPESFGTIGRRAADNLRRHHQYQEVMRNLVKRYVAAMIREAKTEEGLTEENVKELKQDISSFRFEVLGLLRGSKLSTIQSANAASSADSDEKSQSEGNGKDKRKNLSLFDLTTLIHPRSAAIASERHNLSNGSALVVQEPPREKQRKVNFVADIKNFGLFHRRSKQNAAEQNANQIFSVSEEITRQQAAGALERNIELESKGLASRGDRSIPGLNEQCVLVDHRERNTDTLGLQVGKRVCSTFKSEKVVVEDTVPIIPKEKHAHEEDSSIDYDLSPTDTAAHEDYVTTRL
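System: HEK293 cells stably co-expressing mouse TRPC4beta and mu-opioid receptor; Schedule: Fluo4 dye loading 45 min at room temperature, 110 s recording; Detection: Fluo4 fluorescence, kinetic; Evaluation: B-scored integrated calcium fluorescence ratio; Controls: buffer (low) and maximal DAMGO (high).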
KCNK9 block: inhibitors of human KCNK9 two-pore domain potassium channel; HEK293 KCNK9, FluxOR thallium flux fluorescence; hits give low values; B-score at 10 µM; AID 488922; 310,000 compounds, 1.2% hits;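 active = ratio B-score over 3 SD below the library mean, with starting fluorescence within 5 SD of its mean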;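 also: negative B-score means less thallium flux so channel inhibition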
TRPC4 potent: TRPC4 (mouse) allosteric potentiation. B-score at 10 µM. 310,000 compounds, 0.42% hits. AID 2227. HEK293 TRPC4beta/mu-opioid, DAMGO EC20, Fluo-4 Ca2+ flux; hits give high values;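 active = B-score of calcium response area above 5 SD of library B-scores, with initial fluorescence ratio within 5 SD of library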;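 also: B-score of integrated fluorescence ratio over time as area under calcium response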
PolyA inhibitor: inhibitors of polyadenylation in S. cerevisiae; S. cerevisiae SKY197-pL101 polyadenylation reporter, beta-gal luminescence; efflux-impaired pdr1/pdr3 knockout yeast; score 100 = 6 SD above DMSO; calls only at 12 µM; 300,000 compounds, 0.02% hits;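 active = lowest replicate activity score at least 50, where 100 means six control SD above control mean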;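 also: yeast exposed to compound for 9 h at 30 °C; higher score means more reporter readthrough which indicates perturbed polyadenylation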
KCNK3 block: human KCNK3 channel inhibition, primary screen; CHO-KCNK3 thallium flux, FluxOR fluorescence; hits give low values; 340,000 compounds, 0.84% hits; B-score at 10 µM; O14649; AID 602410;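 active = B-score under library mean minus 4 SD, starting fluorescence ratio at most library mean plus 5 SD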;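 also: more negative B-score means stronger inhibition of thallium flux through KCNK3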
hERG protect: shields human hERG channel from block by proarrhythmic agents | AID 1511 | Q12809 | CHO-hERG, FluxOR thallium flux, dofetilide IC70 present | activation (rescue from dofetilide block), less the hit threshold, % at 10 µM | 310,000 compounds, 0.51% hits;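 active = activation above the mean of controls blocked by dofetilide plus 5 SD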;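 also: thallium influx through hERG after potassium depolarization seen as dye fluorescence rise; in these data hits start at about 4.7%; inactives centre near -7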
TRPC4 block: blocks the mouse TRPC4 cation channel | Q9QUQ5 | HEK293 TRPC4beta/mu-opioid, DAMGO-evoked Fluo4 calcium flux; hits give low values | B-score at 10 µM | 300,000 compounds, 0.39% hits | AID 2247;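 active = B-score over 3 SD under the library average, no early fluorescence shift, positive overall ratio signal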
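Material: HEK293 cells with stable TRPC4beta plus mu-opioid receptor expression; probe or stimulus: DAMGO in two steps, submaximal then maximal; technique: Fluo4 calcium fluorescence by kinetic imaging, 5 s 1 Hz baseline; measure: integrated fluorescence ratio relative to baseline, converted to per-well B score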
Platelet DG rel: platelet dense granule release activity; human platelet-rich plasma, SFLLRN dense granule ATP release, luminescence; AID 1663; inhibition, %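 (compounds screened at 7.5 µM in platelet-rich plasma)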; 300,000 compounds, 0.22% hits;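 active = mean replicate score, as percent of positive control, at or above 50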
KCNQ1 inh: blocks the human KCNQ1 potassium channel; CHO-K1 KCNQ1, FluxOR thallium flux fluorescence; hits give high values; 310,000 compounds, 1.3% hits; AID 2642; P51787; B-score at 10 µM;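 active = compounds whose thallium flux B-score, printed positive for inhibition, exceeds three library SD while starting fluorescence stays within three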;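 also: channel opened by potassium depolarization with thallium stimulus after 20 min compound exposure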
KCNQ1 pot: potentiators or activators of human KCNQ1 potassium channel | CHO-K1 KCNQ1, thallium flux FluxOR fluorescence; hits give high values | B-score at 10 µM | 310,000 compounds, 0.35% hits | AID 2648;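 active = fluorescence ratio B-score, a plate-corrected score, at least three library SD, with initial intensity B-score within 5 SD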
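Schedule – 37 °C overnight plating, 90-min dark dye load, 20-min compound pretreatment · System – stable KCNQ1 CHO-K1 line · Probe or stimulus – thallium- and potassium-containing depolarizing buffer · Measured by – kinetic FluxOR fluorescence, 10 s baseline plus 110 s post-stimulus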
Numbers without * were called inactive; i = inactive; . = no result given. The list is partial. The share of hits here may be higher or lower than overall.

SMILES	TRPC4 potent	KCNK9 block	PolyA inhibitor	Platelet DG rel	KCNQ1 pot	KCNQ1 inh	TRPC4 block	hERG protect	KCNK3 block	TRPC4 act	DYRK1A inh
OCCC1CN(Cc2ccc(F)cc2)CCN1CCCc1ccccc1 (stereo not given)	i	i	i	-0.3	i	i	i	-3.4	i	i	11.3
CCOC(=O)CCNC(=O)Nc1ccc2nc(C)n(Cc3ccccc3Cl)c(=O)c2c1	i	i	i	-1.3	i	i	i	-2.4	i	i	.
Cc1cccc(C(=O)NCCN2CCCC2)c1	i	i	i	-3.1	i	i	i	-7.8	i	i	-2.9
CCOc1ccccc1N1CCN(C(=O)CNC(=O)c2sc3ccccc3c2Cl)CC1	i	i	i	11.2	i	i	i	-7.2	i	i	0.6
Cc1cc(C)c(C(=O)CSc2nc(C)cc(C)c2C(N)=O)c(C)c1	i	i	i	-22.2	i	i	i	-3.4	i	i	-2.2
CCc1nnc(NC(=O)CCC(=O)NC2CCCC2)s1	i	i	i	-2.8	i	i	i	-8.8	i	i	-2.3
O=C(O)C1CC=CCC1C(=O)NCCc1ccccc1 (stereo not given)	i	i	i	1.8	i	i	i	-10.3	i	i	-6.8
CCOC(=O)CSc1nnc(-c2ccco2)n1C	i	i	i	-0.1	i	i	i	-5.0	i	i	1.2
Cc1cc(C)c(C)c(S(=O)(=O)N2CCC(C(=O)N3CC(C)CC(C)C3)CC2)c1C (stereo not given)	i	i	i	-3.4	i	i	i	-12.2	i	i	12.4
CN(C)c1ccc(C2C3=C(CCCC3=O)OC3=C2C(=O)CCC3)cc1	i	i	i	1.0	i	i	i	-2.6	i	i	-2.4
Cc1ccc(N(Cc2ccccc2)C(=O)c2ccc(Cl)c(S(=O)(=O)N3CCOCC3)c2)cc1	i	i	i	14.3	i	i	i	-15.9	i	i	-5.4
CC(=O)Nc1ccc(S(=O)(=O)N2CCN(c3cnn(C)c(=O)c3Cl)CC2)cc1	i	i	i	-1.8	i	i	i	-5.2	i	i	5.1
Cn1ncc(Cl)c1C(=O)N1CCc2ccccc21	i	i	i	-12.5	i	i	i	0.8	i	i	0.2
O=C1N/C(=N\N=C\c2cccs2)SC1Cc1cccc(Cl)c1Cl (stereo not given)	i	i	i	-2.7	i	i	i	-6.8	i	i	-1.5
COc1ccc(OC)c(CN2CCN(S(=O)(=O)c3ccc(NC(C)=O)cc3)CC2)c1	i	i	i	-0.9	i	i	i	-5.4	i	i	-4.1
COC(=O)c1cc(S(=O)(=O)N(C)C2CCCCC2)oc1C	i	i	i	-5.0	i	i	i	-7.2	i	i	.
O=C(CCc1c[nH]c2ccccc12)N1CCN(c2ccc(O)cc2)CC1	i	i	i	0.9	i	i	i	-6.9	i	i	-1.7
Cc1cnc(C(=O)OCC(=O)Nc2ccc(Cl)cn2)cn1	i	i	i	-13.3	i	i	i	-10.4	i	i	27.4
COC(=O)N1C(=O)[C@](c2ccsc2)(C(C)C)N1C(=O)OC	i	i	i	6.1	i	i	i	-2.3	i	i	1.6
CC(NC(=O)CCc1nnc(-c2ccc(-c3ccccc3)cc2)o1)c1nc2ccccc2[nH]1 (stereo not given)	i	i	i	-5.4	i	i	i	-16.1	i	i	1.1
O=C(CSc1nc(O)cc(=O)n1C1CCCC1)Nc1cccc(Cl)c1Cl	i	i	i	-9.3	i	i	i	-7.9	i	i	.
Cc1ccc(C(=O)N/C(=C/c2ccc(-c3cccc([N+](=O)[O-])c3)o2)C(=O)NCCCN(C)C)cc1	i	i	i	2.8	i	i	i	-36.5	i	i	.
CCOc1ccc(-c2c(C(=O)N/N=C(\C)c3ccco3)nnn2-c2nonc2N)cc1	i	i	i	3.7	i	i	i	-6.7	i	i	3.9
O=C(c1ccco1)N1CCN(C2CC(=O)N(c3ccc4c(c3)OCO4)C2=O)CC1 (stereo not given)	i	i	i	-0.4	i	i	i	-11.6	i	i	3.6
Nc1ccc(-n2ccnc2)cc1	i	i	i	-1.7	i	i	i	-1.8	i	i	6.8
O=C(c1ccccc1F)N1CCN(Cc2ccccc2F)CC1	i	i	i	10.5	i	i	i	-5.8	i	i	6.7
Cc1cc(C)cc(N2Cc3ccccc3C2)c1	i	i	i	-0.3	i	i	i	-9.8	i	i	7.0
COc1ccc(CCn2cc(C#N)c(=O)[nH]c2=O)cc1OC	i	i	i	-15.8	i	i	i	-5.2	i	i	-3.9
CC1(C)CC(=O)C(C#N)=C(NCCCO)C1	i	i	i	-3.4	i	i	i	-3.4	i	i	-3.6
COc1cccc(/C=N/c2nc3ccccc3n2C)c1O	i	i	i	2.1	i	i	i	-0.3	i	i	13.2

Record cards (already shown). Screens in order: TRPC4 potent	KCNK9 block	PolyA inhibitor	Platelet DG rel	KCNQ1 pot	KCNQ1 inh	TRPC4 block	hERG protect	KCNK3 block	TRPC4 act	DYRK1A inh
Shown for `COc1ccc(OC)c(CN2CCN(S(=O)(=O)c3ccc(NC(C)=O)cc3)CC2)c1` : i	i	i	-0.9	i	i	i	-5.4	i	i	-4.1
Shown for `O=C(c1ccccc1F)N1CCN(Cc2ccccc2F)CC1` : i	i	i	10.5	i	i	i	-5.8	i	i	6.7

Other results.
SMILES	TRPC4 potent	KCNK9 block	PolyA inhibitor	Platelet DG rel	KCNQ1 pot	KCNQ1 inh	TRPC4 block	hERG protect	KCNK3 block	TRPC4 act	DYRK1A inh
N#CCCn1cc(C(=O)Nc2ccc(C(=O)O)cc2)c(-c2ccc([N+](=O)[O-])cc2)n1	i	i	i	-3.5	i	i	i	-2.0	i	i	-4.7
O=C(CSc1nc(=O)n(Cc2ccccn2)c2c1CCC2)Nc1ccc(F)cc1F	i	i	i	4.7	i	i	i	-12.9	i	i	7.4
CCCCc1ncc(CN2CCC(n3nccc3NC(=O)C(OC)c3ccccc3)CC2)[nH]1 (stereo not given)	i	i	i	1.6	i	i	i	-10.3	i	i	0.8
Cc1cc(F)ccc1S(=O)(=O)N1CCCCC1CCNC(=O)C(=O)NCc1ccccn1 (stereo not given)	i	i	i	25.1	i	i	i	-16.9	i	i	-6.1
COc1ccc(N(C)S(=O)(=O)c2ccc(Cl)c(C(=O)NCCc3ccc(Cl)cc3)c2)cc1	i	i	i	3.0	i	i	i	-8.4	i	i	-2.1
NC(=O)NC(=O)Nc1ccccc1Cl	i	i	i	-2.2	i	i	i	-9.8	i	i	18.9
NC(=O)C1CCN(C(=O)COc2ccc3c4c(c(=O)oc3c2)CCCC4)CC1	i	i	i	2.0	i	i	i	-1.8	i	i	12.5
O=C(CN1C(=O)c2cccc3cccc1c23)Nc1ccc(S(=O)(=O)N2CCOCC2)cc1	i	i	i	-2.6	i	i	i	-7.4	i	i	13.1
Cc1ccc(SC[C@H](c2ccccc2)N2CCN(CC(C)C)CCC2=O)cc1	i	i	i	0.9	i	i	.	-4.1	i	i	7.5
C=CCn1c(SCC(=O)NCc2ccc3c(c2)OCO3)nc2scc(-c3ccccc3)c2c1=O	i	i	i	0.9	i	i	i	-3.7	i	i	-2.9
Cc1cc(/C=C(\C#N)C(=O)NCc2ccco2)c(C)n1-c1ccc(C(=O)O)cc1	i	i	i	4.7	i	i	i	-9.1	i	i	-5.0
N#Cc1nc(-c2cccs2)oc1NCC1CCCO1 (stereo not given)	i	i	i	-2.8	i	i	i	1.4	i	i	15.8
COc1ccc(NC(=S)N(CCCN2CCOCC2)Cc2ccco2)cc1	i	i	i	8.3	i	i	i	-6.2	i	i	.
S=C(NCc1ccco1)Nc1ccc(Cl)c(Cl)c1	i	i	i	8.9	i	8*	i	-17.8	i	i	10.0
CCN(CC)S(=O)(=O)c1ccc2oc(C(=O)NCCN3CCOCC3)c(C)c2c1	i	i	i	2.2	i	i	i	-3.6	i	i	2.1
O=C(CC1C(=O)NCCN1Cc1ccccc1C(F)(F)F)NC1CCCCCC1 (stereo not given)	i	i	i	2.0	i	i	i	-10.1	i	i	-0.5
COc1cccc(/C=C2\SC(N3CCCC(C)C3)=NC2=O)c1OC (stereo not given)	i	i	i	-0.4	i	i	i	-5.1	i	i	8.8
Cc1ccc2c(Cl)cc(Cl)c(OCC(=O)Nc3cc(S(=O)(=O)N(C)C)ccc3C)c2n1	i	i	i	-8.3	i	i	i	-11.7	-9.1*	i	-1.5
O=C1CCCC2=C1C(c1ccc(O)cc1)c1c(ccc3ccccc13)N2 (stereo not given)	i	i	i	-4.2	i	i	i	1.1	i	i	8.4
CC(Sc1nnc(-c2ccccc2F)n1N)C(=O)NCC1CCCO1 (stereo not given)	i	i	i	-2.6	i	i	i	-7.2	i	i	12.3
Cc1cc(=O)oc2cc(OCC(=O)N/N=C/c3cc([N+](=O)[O-])ccc3O)ccc12	i	i	i	1.2	i	i	i	-10.9	i	i	0.5
Cc1ccc(C2=NC3(CCCCC3)N=C2SCC(=O)Nc2ccc3c(c2)OCCO3)cc1	i	i	i	2.9	i	i	i	-6.8	i	i	-4.6
COc1ccc(NC(=O)c2ccc(Cc3ccc(C)cc3)o2)cc1	i	i	i	-3.4	i	i	i	-12.8	i	i	2.3
O=C1c2ccc3c4c(ccc(c24)C(=O)N1c1ccc2ccccc2c1)CC3	i	i	i	-1.8	i	i	i	0.2	i	i	-3.5
Cc1cc(OC(C)C(=O)NCc2ccccn2)c2c(C)cc(=O)oc2c1 (stereo not given)	i	i	i	4.0	i	i	i	-6.5	i	i	-1.8
CCCC(=O)Nc1ccc(NC(=S)NC(=O)c2ccccc2[N+](=O)[O-])cc1	i	i	i	8.0	i	i	i	-7.5	i	i	1.1
Cc1ccc2nsnc2c1NC(=O)COc1ccccc1	i	i	i	5.6	i	i	i	-11.7	i	i	-2.8
CCC(C)NC(=O)C(Cc1ccccc1)n1cccc1 (stereo not given)	i	i	i	32.7	i	i	i	-6.5	i	i	-0.9
